Compound activity deposited in PubChem BioAssay by several laboratories.
ssDAF12 agonist: S. stercoralis DAF-12 nuclear receptor activators, primary screen, cell-based, luminescence, HEK293, GRIP1 co-expression, lit1-tk-luc; Nuclear hormone receptor DAF-12 (Strongyloides stercoralis); HEK293 ssDAF-12/GRIP1 lit1-tk-luc reporter; % of 3 µM dafachronic acid response; activation, % at 6.8 µM; actives 1% (n = 370,000); AID 652126, 2013;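 active = activation above the mean over all tested compounds plus 3 SD, cut at about 0.9% in these data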;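 note: 0% = DMSO-only wells and 100% = 3 µM delta7-dafachronic acid wells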
hcDAF-12 act: H. contortus DAF-12 nuclear receptor activators, primary screen, cell-based, luminescence, HEK293, lit1-tk-luc reporter; actives 1.4% (n = 370,000); HEK293 hcDAF-12 lit1-tk-luc reporter; 0% DMSO, 100% Δ7-dafachronic acid; activation, % at 6.8 µM;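 active = activation above the mean of all tested compounds plus 3 SD, cut at about 5.5% in these data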;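 note: 100% = response to 3 µM Δ7-dafachronic acid high control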
PLC-beta3 inh: human PLC-beta3 inhibitors, primary screen, biochemical, fluorescence; 1-phosphatidylinositol 4,5-bisphosphate phosphodiesterase beta-3 (Homo sapiens), Q01970; Purified PLC-beta3, fluorogenic substrate; inhibition, % at 12.2 µM; actives 0.18% (n = 370,000); in the data active = inhibition above about 11%;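 note: 0% = median of compound wells on plate and 100% = full blocker control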
GAA850 FXN act: FXN promoter activators, primary screen, cell-based, luciferase luminescence, HEK293 lucGAA850; actives 0.56% (n = 360,000); HEK293 lucGAA850 FXN promoter luciferase reporter, 24 h; percent of 10 µM SAHA response; AID 540364, 2011; activation, % at 6 µM;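 active = activation above the average of all compounds screened plus 3 SD, cutoff fixed separately per campaign, cut at about 7.5% in these data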;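 note: 0% = DMSO wells and 100% = 10 µM SAHA wells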
NR1D1 modulator: modulators of Rev-erb alpha DNA binding, primary screen, biochemical, FITC-DNA, fluorescence polarization, uHTS; Rev-erbα–FITC-DNA binding, 90 min; activity, % at 10 µM; actives 0.79% (n = 370,000); AID 1259318, 2017;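 active = activity above about 14%, limit read from the data; passing the limit was not always enough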;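 note: 0% = DMSO wells with 35 nM protein and 100% = DMSO wells with 750 nM protein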
Target sequence (P20393 whole entry, looked up): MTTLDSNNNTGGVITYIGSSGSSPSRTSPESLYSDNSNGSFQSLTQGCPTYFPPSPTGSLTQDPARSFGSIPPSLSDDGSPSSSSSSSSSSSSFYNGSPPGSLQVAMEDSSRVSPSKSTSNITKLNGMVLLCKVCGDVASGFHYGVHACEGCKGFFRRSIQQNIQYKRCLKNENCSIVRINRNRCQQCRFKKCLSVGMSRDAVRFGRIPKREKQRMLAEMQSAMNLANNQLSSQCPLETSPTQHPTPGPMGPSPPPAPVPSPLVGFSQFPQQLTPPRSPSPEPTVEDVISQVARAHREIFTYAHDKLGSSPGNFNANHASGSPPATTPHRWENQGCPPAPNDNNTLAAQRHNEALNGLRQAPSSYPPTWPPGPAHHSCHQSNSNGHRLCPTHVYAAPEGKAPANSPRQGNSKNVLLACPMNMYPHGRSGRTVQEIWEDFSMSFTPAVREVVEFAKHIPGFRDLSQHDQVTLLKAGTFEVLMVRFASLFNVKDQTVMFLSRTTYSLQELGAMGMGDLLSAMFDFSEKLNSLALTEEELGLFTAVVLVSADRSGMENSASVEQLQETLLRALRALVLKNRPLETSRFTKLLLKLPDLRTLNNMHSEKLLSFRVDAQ
sPLA2-III inh: human group III sPLA2 inhibitors, primary screen, biochemical, QFRET, BODIPY PC-A2 liposome substrate. inhibition, % at 12.2 µM. AID 743126, 2013. actives 0.56% (n = 370,000). QFRET BODIPY PC-A2 liposome hydrolysis, fluorescence;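 active = inhibition above mean plus 3 SD of compounds lying within the high and low control bounds, cut at about 19% in these data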;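 note: 0% = median of test compound wells and 100% = no enzyme DMSO wells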
Target sequence (Q9NZ20 whole entry, looked up): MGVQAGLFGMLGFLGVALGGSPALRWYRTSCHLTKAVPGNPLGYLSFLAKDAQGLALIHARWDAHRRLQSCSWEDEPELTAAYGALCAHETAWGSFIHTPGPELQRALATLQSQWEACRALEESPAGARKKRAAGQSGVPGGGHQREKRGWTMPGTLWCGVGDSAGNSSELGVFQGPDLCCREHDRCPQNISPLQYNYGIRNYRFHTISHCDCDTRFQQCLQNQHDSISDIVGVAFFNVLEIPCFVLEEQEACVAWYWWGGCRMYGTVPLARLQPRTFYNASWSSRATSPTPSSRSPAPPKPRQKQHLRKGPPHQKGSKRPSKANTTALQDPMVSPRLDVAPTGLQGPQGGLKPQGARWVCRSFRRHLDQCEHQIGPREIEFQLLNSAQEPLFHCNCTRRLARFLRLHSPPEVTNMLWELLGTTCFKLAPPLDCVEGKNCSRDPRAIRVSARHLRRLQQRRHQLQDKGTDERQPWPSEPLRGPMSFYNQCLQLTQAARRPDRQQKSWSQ
hgDAF-12 ag: H. glycines DAF-12 receptor agonists, primary screen, cell-based, luminescence, HEK293, GAL4 fusion, UAS-luciferase. Nuclear hormone receptor DAF-12 (Heterodera glycines), GAL4 fusion. HEK293 GAL4-hgDAF12 UAS-luciferase reporter, agonist luminescence; normalized to butyrate control. activation, % at 6.8 µM. actives 1.8% (n = 370,000). AID 687014, 2013;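 active = activation above a cutoff set at the mean of all screened compounds plus 3 SD, cut at about 10% in these data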;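 note: 0% = DMSO wells and 100% = sodium butyrate wells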
DAX1 inh-1: DAX1 (NR0B1) inhibitors, primary screen, cell-based, HEK293, Gal4-DAX1, luciferase luminescence. Nuclear receptor subfamily 0 group B member 1 (Homo sapiens), P51843. HEK293 Gal4-DAX1 luciferase reporter. inhibition, % at 6.75 µM. actives 0.99% (n = 340,000). AID 504766, 2011;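 active = inhibition above the mean over all tested compounds plus 3 SD, cut at about 4.2% in these data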;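 note: 0% = DAX1-transfected cells with DMSO and 100% = empty-vector control cells with DMSO; inhibition shows as a rise in luminescence from relieved DAX1 repression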
DAX1 inh-2: DAX1 (NR0B1) inhibitors on StAR promoter, primary screen, cell-based, luminescence, SF-1 (NR5A1), full-length DAX-1; HEK293T StAR-luciferase reporter, SF-1/DAX-1 repression relief; inhibition, % at 6.8 µM; actives 1.1% (n = 370,000); AID 652010, 2013;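 active = inhibition above the mean over all tested compounds plus 3 SD, cut at about 3.6% in these data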;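 note: 0% = DAX-1 cells with DMSO and 100% = cells lacking DAX-1 with DMSO; higher inhibition means more luminescence from relief of DAX-1 repression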
PG9 binder: binders of HIV-1 gp120 antibody PG9, primary screen, biochemical, TR-FRET; HIV-1 gp120 / PG9 antibody interaction; TR-FRET gp120-PG9 antibody binding; inhibition, % at 6.7 µM; actives 0.43% (n = 360,000); in the data active = inhibition above about 8.5%
SMARCA2 act: SMARCA2 (BRM) function activators, primary screen, cell-based, luminescence, high throughput | MG213 cells, MMTV-luciferase reporter, dexamethasone, overnight | activation, % at 9.1 µM | actives 1% (n = 370,000); in the data active = activation above about 7.8%;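 note: 0% = vehicle wells and 100% = reference activator wells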
* hit, by the source's call; . = no result given.

SMILES | ssDAF12 agonist | hcDAF-12 act | PLC-beta3 inh | GAA850 FXN act | NR1D1 modulator | sPLA2-III inh | hgDAF-12 ag | DAX1 inh-1 | DAX1 inh-2 | PG9 binder | SMARCA2 act
CC(=O)c1ccc(Oc2ncnc3sccc23)c(CN2CCOCC2)c1 | -1.3 | -1.3 | -5.5 | -2.0 | 0.7 | 2.6 | -0.8 | 2.2 | 0.0 | -3.1 | 0.1
Cc1ccccc1Nc1nc(CSc2nnnn2-c2ccccc2)cs1 | -1.3 | -1.3 | -7.0 | -0.1 | -2.5 | -0.8 | -1.9 | 0.3 | -1.2 | 0.4 | -4.7
Fc1ccccc1NC(=S)N1CCN(c2ccccn2)CC1 | -2.1 | -3.5 | 7.9 | 0.9 | 7.9 | 7.0 | -4.3 | -0.6 | -0.1 | 0.6 | -4.1
COc1ccc(S[C@]2(C(=O)N3CCCC3)CC(=O)N(C(=O)Nc3ccc(C)c(Cl)c3)[C@@H]2c2ccc(OC)cc2)cc1 | -1.0 | -1.1 | 0.9 | . | 4.4 | 7.1 | -1.2 | . | -0.1 | . | -0.8
Nc1ccc(NC(=O)Nc2ccc(N)cc2)cc1 | -0.7 | -2.2 | -4.0 | 2.8 | 2.5 | 9.2 | 0.7 | 1.6 | 0.1 | -12.9 | 1.8
O=C(COC(=O)CNC(=O)c1ccccc1)NC1CCCCC1 | -1.7 | -0.6 | -6.6 | 0.5 | 0.2 | -6.3 | 0.1 | -0.6 | 0.9 | -0.2 | -0.7
CCOC(=O)C1=C(CSc2nc3ccccc3s2)NC(=O)NC1c1ccc(OC)cc1 (centres undefined) | -2.2 | -2.7 | -6.7 | 2.2 | 7.6 | -11.7 | -9.2 | -3.7 | -2.4 | -1.8 | -7.0
Cc1cc(OC(C)C(=O)N2CCN(c3ccccc3)CC2)c2c(C)c(C)c(=O)oc2c1 (centres undefined) | -0.9 | -0.7 | -27.6 | 1.5 | 1.7 | -0.1 | 1.6 | 0.2 | -0.4 | -4.2 | 2.1
CCC1CCCCN1C(=O)CSc1nnc(-c2ccc(OC)cc2)o1 (centres undefined) | -0.9 | -2.2 | 0.5 | 0.1 | -3.2 | 1.1 | -0.7 | -3.5 | 0.0 | -1.1 | 4.6
O=C(OC1CCN(c2ncc(C(F)(F)F)cc2Cl)CC1)c1cccc(C(F)(F)F)c1 | -1.8 | -0.2 | 1.6 | -0.6 | 0.7 | -1.4 | -2.4 | 0.3 | -0.2 | -0.5 | 4.3
Cc1ccc(C)c(S(=O)(=O)N2CCN(CC(=O)Nc3ccc4c(c3)CCC4)CC2)c1 | -0.2 | 0.6 | -0.8 | -1.6 | 2.4 | -8.1 | 6.6 | -1.9 | -1.0 | -2.7 | 1.1
Cc1ccc(SCCN2CCN(Cc3ccccc3)CC2)cc1 | -1.0 | -0.1 | -2.0 | 0.0 | -2.5 | -0.9 | -1.0 | -0.7 | -0.5 | -1.7 | -1.9
CCn1cc(C(=O)NCCC(=O)NC(C)C)c(=O)c2cc3c(cc21)OCO3 | -1.1 | -1.4 | -12.9 | 1.9 | -0.7 | 9.0 | -3.2 | 1.4 | -0.2 | -0.7 | -2.7
COc1ccccc1CN1CCC(n2nccc2NC(=O)CCCc2ccccc2)CC1 | -1.7 | 0.0 | -0.7 | -2.3 | 9.7 | -7.9 | 1.0 | 2.1 | -0.2 | -1.5 | 1.7
Cc1ccc(C(=O)N/C(=C/c2ccco2)C(=O)NC2CCS(=O)(=O)C2)cc1 (centres undefined) | -1.7 | -0.9 | -8.8 | 0.8 | 5.2 | -1.2 | -1.6 | 2.6 | -0.4 | -4.1 | 6.2
Cc1ccccc1NC(=O)CCC(=O)N/N=C/c1c[nH]c2ccccc12 | 0.3 | 3.6 | -3.9 | -0.6 | -3.7 | 1.2 | -0.1 | -0.4 | -0.7 | 0.1 | -4.0
CC(Oc1ccc(Cl)cc1Cl)C(=O)NN=C1CCN(C)CC1 (centres undefined) | -0.3 | -1.5 | 1.5 | 0.7 | -0.6 | -0.3 | 1.1 | 1.7 | 0.1 | -0.9 | 1.0
CCCCCCC(=O)Nc1ccc(C(=O)N2CCCC2)cc1 | -1.3 | -0.2 | 5.5 | 0.8 | -4.4 | 0.0 | 1.9 | -1.5 | -0.3 | -2.0 | -2.8
COc1cccc(CN[C@@H]2CC[C@@]34CCCN3C(=O)CCC[C@H]4C2)c1 | -1.5 | -0.3 | 1.1 | . | -2.8 | 2.9 | 0.1 | . | . | . | .
COc1cccc(/C=C(/C(=O)OCC(=O)NC2CCCCCCC2)c2ccccc2)c1 | -1.9 | -1.4 | 0.7 | 1.4 | 6.7 | -13.2 | -2.6 | -0.9 | -0.1 | -4.8 | 0.6
C=CCOc1ccc(-c2nc3c(c(=O)[nH]c(=O)n3CCCC)n2C)cc1OC | -1.0 | 3.2 | -4.5 | 1.5 | 7.8 | 2.2 | -0.7 | -0.1 | -0.1 | 0.1 | -1.2
Cc1ccc(S(=O)(=O)N(C)CC(=O)N2CCN(c3ccccn3)CC2)cc1 | -1.1 | -3.2 | -1.9 | -0.5 | 1.1 | 7.3 | -2.1 | -0.5 | -0.5 | 1.3 | -4.0
Cc1cc(Br)cc(C)c1NC(=S)NC(=O)CC(C)C | -0.9 | -0.8 | -1.8 | -0.9 | 15.5 | 9.2 | -0.5 | 0.4 | -0.4 | 2.3 | -3.8
CC(C)COc1ccc(C(=O)OCCN2CCCCC2)cc1 | -0.7 | -2.8 | -3.5 | 0.2 | -2.3 | -13.8 | 0.1 | 1.0 | -0.6 | 0.5 | -2.7
Cc1ccc(C(=O)NCCc2c[nH]c3ccccc23)s1 | 1.3* | 1.2 | 1.4 | 4.3 | -6.8 | -39.4 | 10.1 | 1.5 | 0.8 | -3.7 | 5.7

Single values from the results shown.
Value of `CCn1cc(C(=O)NCCC(=O)NC(C)C)c(=O)c2cc3c(cc21)OCO3` under PLC-beta3 inh: -12.9
Value of `Nc1ccc(NC(=O)Nc2ccc(N)cc2)cc1` under ssDAF12 agonist: -0.7

Next structures:
SMILES | ssDAF12 agonist | hcDAF-12 act | PLC-beta3 inh | GAA850 FXN act | NR1D1 modulator | sPLA2-III inh | hgDAF-12 ag | DAX1 inh-1 | DAX1 inh-2 | PG9 binder | SMARCA2 act
CCCNC(=O)C1(C)CCCN(Cc2csc3ccccc23)C1 (centres undefined) | -1.4 | -0.5 | 2.8 | -1.2 | -1.6 | -3.2 | 0.7 | . | 0.2 | -1.0 | -0.2
NNC(=O)CCc1c[nH]c2ccccc12 | -1.2 | -1.0 | -12.5 | -1.0 | 5.1 | -50.3 | 0.7 | 1.1 | -0.3 | -3.1 | -1.0
CCN1C(=O)CC(N2CCN(c3ccc(C(=O)c4ccncc4)cc3)CC2)C1=O (centres undefined) | -1.2 | -2.0 | 4.5 | -1.4 | 9.1 | 1.8 | 3.9 | 0.5 | -0.6 | -0.4 | -1.2
COc1ccc(CN(C)CCc2ccccn2)c(OC)c1OC | -0.1 | -0.7 | 5.7 | -0.9 | 1.8 | 9.7 | -3.0 | -0.7 | 0.0 | 3.2 | 0.4
Cc1nc2ccc(C(=O)O)cc2[nH]1 | -0.5 | -1.8 | 1.9 | -1.5 | -0.3 | 5.1 | 1.3 | 0.0 | -0.2 | -3.7 | 0.9
O=C(Nc1nnc(-c2ccccc2)o1)C1CCCCC1 | -0.8 | 4.7 | -0.4 | 1.4 | -3.0 | 4.6 | -0.5 | 1.4 | 0.0 | 1.9 | -0.4
CC(C)NC(=O)c1ccc(OC2CSC2)cc1 | -0.7 | -0.7 | -2.8 | 1.8 | -4.1 | 5.7 | 2.1 | -1.0 | -0.5 | -1.9 | 3.0
O=C(O)C1C2C=CC3(CN(c4cccc(C(F)(F)F)c4)C(=O)C13)O2 (centres undefined) | -0.8 | 0.6 | 7.2 | -0.5 | 1.8 | 9.9 | 0.3 | 0.0 | 0.3 | -4.4 | -3.0
C=CCN1C(=O)/C(=C/c2ccccc2)S/C1=N/c1nccs1 | -1.1 | -0.1 | -5.0 | 1.7 | 3.3 | 11.5 | 1.0 | 1.4 | -0.1 | -0.3 | -3.0
O=C(c1ccc(C(=O)N2CCCCCC2)cc1)N1CCCCCC1 | -0.7 | 2.4 | -0.6 | 1.4 | -2.2 | 6.2 | -0.5 | -0.6 | -0.1 | 0.4 | 1.5
COc1ccccc1CNC(=O)CN(C)S(=O)(=O)c1ccc(Br)s1 | -1.3 | -2.4 | -3.1 | -0.6 | 2.2 | -5.5 | 0.6 | -0.2 | -0.2 | -2.3 | 0.1
COc1ccc2oc(=O)cc(C)c2c1 | -0.9 | -0.9 | -81.2 | -2.4 | 0.0 | -3.4 | 2.0 | 0.9 | -0.6 | 1.7 | 0.3
COc1ccccc1-n1c(SCC(=O)N2CCOCC2)nc(O)cc1=O | -1.2 | -0.8 | -8.8 | 0.1 | -0.1 | -1.2 | 4.6 | -0.5 | 1.1 | -3.6 | 3.8
CCC1Oc2ccc(C)cc2N(CC(=O)NCC2COc3ccccc3O2)C1=O (centres undefined) | -1.9 | -0.1 | 2.7 | -0.6 | -4.1 | -2.6 | -1.1 | -0.1 | -1.0 | 1.7 | -0.1
N#Cc1nc(N2CCOCC2)nc(N2CCOCC2)n1 | -1.3 | -1.8 | 1.9 | -0.1 | -6.0 | 5.0 | -0.6 | -0.7 | -1.2 | -2.1 | -1.0
O=c1oc2ccc(Cl)cc2cc1-c1ccccc1 | -0.5 | 0.6 | -1.9 | 0.8 | 10.6 | 11.9 | 2.3 | 0.7 | 0.3 | 2.2 | -1.1
O=C(Nc1cccc(C(F)(F)F)c1)Nc1ccc2nc([C@@H]3O[C@H](CO)[C@@H](O)[C@H](O)[C@H]3O)[nH]c2c1 | -1.2 | -0.6 | -1.5 | 0.7 | -8.5 | 2.0 | 1.1 | . | -0.3 | 0.6 | 2.8
COCCn1c(SCC(=O)NC2CCCC2)nnc1-c1ccco1 | -0.8 | -1.0 | -5.1 | -0.7 | 0.3 | 4.5 | 1.8 | 0.1 | -0.1 | -0.8 | -2.0
CN(C(=O)Cn1nnc2ccccc2c1=O)C1CCCCC1 | -1.4 | -0.1 | -9.7 | 0.2 | 6.3 | 5.7 | 0.4 | 1.2 | 0.1 | -1.7 | 0.9
COc1cccc(N/N=C(\C#N)S(=O)(=O)C(C)(C)C)c1 | -0.6 | 0.0 | 0.5 | 3.1 | -6.4 | -6.2 | 2.9 | . | -0.5 | -2.2 | -3.9
